# Screens: PubChem, Southern Research Specialized Biocontainment Screening Center
# inhibitors of VEEV – inhibitors of VEEV TC-83 cytopathic effect, confirmation, Vero cells (AID 588727); Vero cells, VEEV TC-83 cytopathic effect inhibition; higher % means a stronger effect; inhibition, % at 20 µM, or IC50 in µM where a hit was titrated; 350,000 tested, 0.13% active; in the data active means a potency from the dose series; inconclusive means inhibition mostly from about 14% at the one dose, without a potency; inactive means the rest, 99 in 100 with inhibition below about 12%; further: strong numbers were not always called active
# H1N1 NS1A inhibition – NS1A inhibition, H1N1 influenza, cell based functional assay (AID 504329); inhibition, % at 12.5 µM; hits with a dose series show IC50 in µM; NS1A functional cell-based assay, percent inhibition; higher % means a stronger effect; 340,000 tested, 0.3% active; in the data active means a potency from the dose series; inconclusive means inhibition above about 27% without an active follow-up result; further: strong numbers were not always called active
# Salmonella PhoP GFP – PhoP regulon inhibitors, Salmonella typhi PhoP promoter GFP reporter, confirmatory (AID 1850); Salmonella Typhi PhoP-promoter GFP reporter, fluorescence, 4 h; higher % means a stronger effect; inhibition, % at 50 µM, or IC50 in µM where a hit was titrated; 310,000 tested, 0.33% active; in the data active means a potency from the dose series; inconclusive means inhibition mostly from about 25% at the one dose, without a potency; inactive means the rest, 99 in 100 with inhibition below about 19%;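 further: 0% = induced wells with vehicle and 100% = uninduced wells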
# H37Rv inhibition – M. tuberculosis growth inhibition, HTS (AID 449762) | inhibition, % at 25 µM, or IC50 in µM where a hit was titrated | 330,000 tested, 0.59% active | M. tuberculosis H37Rv growth inhibition, 7H9 media; higher % means a stronger effect; in the data active means a potency from the dose series; inconclusive means inhibition above about 70% without an active follow-up result;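 further: bacterial growth assessed after seven days of incubation; strong numbers were not always called active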
# tuberculosis growth – growth inhibition of non-replicating M. tuberculosis (AID 488890); Mycobacterium tuberculosis non-replicating, growth inhibition; higher % means a stronger effect; inhibition, % at 25 µM; hits with a dose series show IC50 in µM; 320,000 tested, 0.39% active; in the data active means a potency from the dose series; inconclusive means inhibition mostly from about 82% at the one dose, without a potency; inactive means the rest, 99 in 100 with inhibition below about 76%;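 further: plate controls were DMSO cells for no effect and high antibiotic wells for full effect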
# inhibitors of VEEV 10K pilot screen – recorded beside inhibitors of VEEV, whose call it bears; inhibition, %; measured here: 10K pilot screen inhibition
# Starred values were filed as active, the others as inactive; i = inactive; ? = inconclusive; . = not tested or not shown.
SMILES,inhibitors of VEEV,H1N1 NS1A inhibition,Salmonella PhoP GFP,H37Rv inhibition,tuberculosis growth,others
CCCOc1ccc(/C(O)=C2\C(=O)C(=O)N(c3ccccn3)C2c2ccccc2F)cc1C (stereo unspecified),1.1%,21%,2%,6%,61%,
Cc1nc(/C=C/c2ccccc2)[nH]c(=O)c1-c1ccccc1,0.9%,-6%,-6%,-2%,8%,
O=C(CN1C(=O)C2CC=CCC2C1=O)NCC(=O)Nc1ccc(F)c(F)c1 (stereo unspecified),1.9%,-13%,-1%,-4%,-3%,
Cc1ccc(N(C(=O)CC2NC(=O)NC2=O)C2(C(=O)NC3CCCC3)CCCCC2)cc1 (stereo unspecified),0.9%,5%,2%,6%,7%,
Cc1cccc(NC(=S)N(CCCN2CCOCC2)Cc2cn(C)c3ccccc23)c1,i,4%,-1%,5%,17%,
Cc1ccc(NS(=O)(=O)c2ccc(NC(=O)c3cccs3)cc2)cc1,0.1%,-15%,1%,-2%,0%,
CCOC(=O)c1c(C)c(C(=O)Nc2cc(OC)ccc2OC)c(C)n1CC,3.6%,12%,1%,.,.,
CCc1noc(C)c1C(=O)Nc1nc(-c2ccccc2)c(C(C)=O)s1,4.8%,0%,.,-7%,25%,
O=C1CC(c2ccco2)Sc2ccccc2N1 (stereo unspecified),0.3%,-13%,-2%,-1%,-11%,
Cc1cc(C)c2nc(NNC(=O)c3ccc(S(=O)(=O)N4CCCCC4)cc3)sc2c1,10%,5%,0%,-10%,-36%,
Cc1[nH]n(-c2ccccc2)c(=O)c1N=Nc1ccc(C(=O)O)cc1,i,0%,1%,0%,30%,
CSc1ncccc1C(=O)Nc1nc2ccc(F)cc2s1,8.1%,10%,10%,2%,13%,
COc1ccc(/C=N/NC(=O)CCSc2nc3ccccc3s2)cc1,0.7%,4%,-9%,0%,-5%,
NNCc1ccccc1,1.6%,-8%,.,.,.,
CC1CCCCN1S(=O)(=O)c1csc(C(N)=O)c1 (stereo unspecified),0.7%,10%,8%,-10%,-13%,
COc1ccc(OCCn2cc(/C(N)=N/O)c3ccccc32)cc1,1.9%,6%,3%,5%,17%,
O=C(CCC(=O)Nc1nnc(C2CCCCC2)s1)NCc1ccccc1,1.5%,-5%,0%,1%,-2%,
CN(C)C(=O)Oc1ccc(Cl)c2ccccc12,6.1%,-2%,9%,6%,69%,
O=C(Nc1cccc(-c2cn3cccnc3n2)c1)c1ccco1,i,-3%,-7%,0%,-4%,
O=C1CN(S(=O)(=O)c2ccccc2)CCN1,2.3%,-8%,.,0%,.,
COCc1cc(=O)[nH]c(/N=C(\N)Nc2ccc(C)cc2C)n1,i,-5%,-1%,0%,-7%,
O=C(NCCN1CCOCC1)c1sc2cc(Cl)ccc2c1Cl,i,-1%,20%,-4%,10%,
CCN(CC(=O)Nc1cccc(OC)c1)CC(=O)Nc1ccc(C)cc1Cl,i,4%,4%,6%,.,
c1ccc(-c2cc3cc4c(cc3cn2)OCO4)cc1,4.3%,5%,.,69%,79%,
Cc1nn(CC(=O)NCCN2CCCCCC2)c(=O)c2nn(-c3ccccc3)c(C)c12,0.9%,4%,1%,2%,17%,

# (list continues)
SMILES,inhibitors of VEEV,H1N1 NS1A inhibition,Salmonella PhoP GFP,H37Rv inhibition,tuberculosis growth,others
O=c1ccc(S(=O)(=O)N2CCCC2)c[nH]1,i,9%,.,-11%,2%,
Cc1cc2cc3c(N)[nH]nc3nc2cc1C,5.8%,-6%,5%,51%,4%,
COc1cc(C(=O)OCc2cc(=O)oc3c(C)c(C)ccc23)ccc1OC(F)F,1.0%,-6%,13%,5%,-11%,
CCNC(=S)NNC(=O)Cn1nc(C)cc1C,0.2%,-1%,-6%,-2%,9%,
CC(C)Oc1cccc(C(=O)NC(=S)NCc2cccnc2)c1,3.8%,1%,-2%,10%,37%,
O=C(Nc1cccnc1Cl)c1cccnc1Cl,1.0%,-2%,-9%,2%,18%,
Cc1nn(-c2ccccc2)c(C)c1/C=N/NC(=O)CSc1nnc(SCc2cccc3ccccc23)s1,7.6%,5%,-2%,0%,8%,
CCOC(=O)CC(NC(=O)Cc1ccccc1)c1ccccc1Cl (stereo unspecified),i,-3%,-6%,-1%,12%,
CC(C)Cc1ccc(S(=O)(=O)Nc2cccnc2)cc1,i,-4%,-3%,-5%,28%,
c1ccc2sc(-c3ccncc3)nc2c1,1.6%,-11%,2%,-3%,3%,
CCC(=O)c1c[nH]c(C(=O)N2CCN(c3ccccc3)CC2)c1,0.6%,3%,-4%,-1%,1%,inhibitors of VEEV 10K pilot screen=1.0
CSc1c(CC(=O)Nc2ccccc2C(F)(F)F)n(Cc2ccccc2)c2ccccc12,0.3%,-5%,-1%,15%,-8%,
CCOC(=O)Nc1ccc(OC)c([N+](=O)[O-])c1,0.5%,2%,15%,-14%,10%,
COc1ccc(/C=C2\NC(=S)N(CC3CCCO3)C2=O)c(OC)c1 (stereo unspecified),0.1%,6%,-12%,-1%,16%,
COCc1c(C(=O)OCC(=O)Nc2ccc(OC(F)F)cc2)oc2ccccc12,0.9%,-8%,.,-2%,12%,
CC(OC(=O)c1cccc(-n2cnnn2)c1)C(=O)Nc1cccc(Cl)c1 (stereo unspecified),9.0%,-8%,12%,1%,9%,
COCCn1c(C)cc(C(=O)CSc2nc3nc(C)cc(C)n3n2)c1C,0.3%,-2%,3%,25%,29%,
COC(=O)/C=C/c1ccsc1NC(C)=O,i,6%,-24%,-3%,12%,
Cc1cc(Cl)ccc1OC(C)C(=O)N1CCCN(C(=O)C(C)Oc2ccc(Cl)cc2C)CC1 (stereo unspecified),1.5%,4%,-2%,4%,18%,
c1ccc2c(N3CCCC3)nc(-c3ccncc3)nc2c1,6.7%,14%,-8%,63%,30%,
OC(CN1CC=C(c2ccccc2)CC1)c1ccccc1 (stereo unspecified),i,10%,-2%,-4%,10%,
COCCNCc1ccc(C(C)C)cc1,0.7%,-8%,3%,-3%,-2%,
C=CCN1C(=O)NC(c2ccccc2)(C(F)(F)F)S/C1=C(\C#N)c1nnc(N2CCOCC2)n1-c1ccccc1 (stereo unspecified),4.5%,-2%,1%,6%,6%,
CSc1nc(N2CCOCC2)c2c3c(sc2n1)CCCC3,1.0%,-5%,0%,4%,9%,
CN(C(=O)CN(CCO)CC(=O)N(C)C(C)(C)Cc1ccccc1)C(C)(C)Cc1ccccc1,i,1%,5%,?,64%,

# Next section:
SMILES,inhibitors of VEEV,H1N1 NS1A inhibition,Salmonella PhoP GFP,H37Rv inhibition,tuberculosis growth,others
Cc1ccc(N(Cc2cc3ccccc3[nH]c2=O)S(=O)(=O)c2ccccc2)cc1,6.4%,-3%,-5%,-5%,19%,
COc1ccc(CC(=O)O/N=C(\N)Cc2cccc3ccccc23)cc1OC,3.3%,-7%,-24%,8%,8%,
O=C(NC(N1CCOCC1)C(Cl)(Cl)Cl)c1ccc(Br)cc1 (stereo unspecified),1.3%,0%,6%,-2%,32%,
CCOC(=O)N1CCN(C(=O)c2ccc(N(Cc3ccc(C)cc3)S(C)(=O)=O)cc2)CC1,1.0%,-2%,-2%,1%,-11%,inhibitors of VEEV 10K pilot screen=1.6
O=C(Cc1ccccc1)Nc1ccc(C(=O)O)cc1,1.0%,6%,-6%,-10%,-3%,
CC(C)(Oc1ccc(Cl)cc1)C(=O)OCC(=O)NCCc1ccccc1,i,-5%,-5%,-15%,67%,
COc1ccc(C2=CC(=O)OC(C)(c3ccccc3)O2)cc1 (stereo unspecified),1.9%,-5%,-5%,4%,5%,
CCOc1cc(C2NCc3ccccc3-n3cccc32)ccc1O (stereo unspecified),0.1%,4%,5%,-15%,5%,
C/C(CC(=O)Nc1cccc2c1CCCC2)=N\NC(=O)c1ccccc1N,0.7%,7%,2%,-2%,3%,
CCC(=NC(C)c1ccccc1)c1c(O)n(C)c(=O)n(C)c1=O (stereo unspecified),i,-10%,-8%,-11%,25%,
CNc1nc(N)c(C(=O)C23CC4CC(CC(C4)C2)C3)s1,5.4%,.,6%,1%,-6%,
COc1cc(/C=C(\C#N)C(=O)NCCc2ccccc2)cc(OC)c1O,i,-6%,3%,2%,15%,
O=c1nc2n(c3ccc(Br)cc13)CCS2,3.6%,-1%,-1%,14%,2%,
CC1(C)CN=C(Nc2ccc(F)c(F)c2)S1,0.6%,10%,15%,1%,-6%,
COc1ccc(NC(=O)CC2Nc3cccc4cccc(c34)NC2=O)cc1 (stereo unspecified),9.3%,-4%,5%,2%,18%,
CCOc1ccc(S(=O)(=O)N2CCC(C(=O)OCc3cccc(OC)c3OC)CC2)cc1,1.5%,-13%,.,?,71%,
COc1ccc(NC(=O)[C@@]2(CC(=O)O)CC(/C=C/c3ccccc3)=NO2)cc1,i,2%,-10%,21%,-10%,
COc1ccc(-c2cccc(NS(=O)(=O)c3ccc([N+](=O)[O-])cc3)c2)nn1,1.8%,-5%,-3%,8%,16%,
COc1ccc(-c2cccc(C3CC=CC4C3C(=O)N(Cc3ccccc3)C4c3ccc4ccccc4c3)c2)cc1 (stereo unspecified),0.1%,-5%,9%,-9%,9%,
CC1(c2ccc3c(c2)OCO3)NC(=O)N(CC(=O)Nc2ccc(N3CCOCC3)cc2)C1=O (stereo unspecified),4.9%,4%,2%,3%,18%,
Cc1nnsc1C(=O)N1CCCC(Nc2ccc(C(C)C)cc2)C1 (stereo unspecified),0.5%,-6%,0%,-3%,10%,
O=C(CSc1nccn1-c1ccccc1)Nc1ccc2c(c1)OCO2,4.3%,5%,4%,-8%,8%,
Cc1ccccc1C(=O)Nc1nc(SCc2ccc(Cl)cc2)n[nH]1,2.0%,-2%,6%,5%,-1%,
COCC(=O)Nc1nnc(SCC(=O)N2C(C)CCCC2C)s1 (stereo unspecified),i,-2%,-5%,-2%,-3%,
O=Cc1c(C(=O)O)n(CC(=O)O)c2ccccc12,0.4%,-5%,1%,-2%,-20%,

# Overlap with the part before: five entries, then new ones.
SMILES,inhibitors of VEEV,H1N1 NS1A inhibition,Salmonella PhoP GFP,H37Rv inhibition,tuberculosis growth,others
Cc1nnsc1C(=O)N1CCCC(Nc2ccc(C(C)C)cc2)C1 (stereo unspecified),0.5%,-6%,0%,-3%,10%,
O=C(CSc1nccn1-c1ccccc1)Nc1ccc2c(c1)OCO2,4.3%,5%,4%,-8%,8%,
Cc1ccccc1C(=O)Nc1nc(SCc2ccc(Cl)cc2)n[nH]1,2.0%,-2%,6%,5%,-1%,
COCC(=O)Nc1nnc(SCC(=O)N2C(C)CCCC2C)s1 (stereo unspecified),i,-2%,-5%,-2%,-3%,
O=Cc1c(C(=O)O)n(CC(=O)O)c2ccccc12,0.4%,-5%,1%,-2%,-20%,
COc1ccccc1C(=O)Nc1cccc(S(=O)(=O)N2CCCC2)c1,3.1%,-8%,-14%,-1%,-2%,
O=C(NC1CC1)[C@@H]1CSC2c3ccccc3C(=O)N21 (stereo partly specified),i,1%,6%,4%,-2%,
CC(C)NS(=O)(=O)c1ccc(N2C(=O)c3ccccc3C2=O)cc1,i,0%,0%,.,.,
CCOc1ccc(NC(C)=O)cc1[N+](=O)[O-],1.3%,-2%,8%,15%,7%,
CC1=NN(c2ccccc2)C(=O)C1(C)C,2.1%,12%,-7%,-13%,-7%,
C[C@H](NC(=O)COc1ccc(Cl)cc1)C(=O)N1CCC2(CC1)NCCc1[nH]cnc12,i,-13%,0%,-10%,1%,
Cn1c(/C=N/O)nc2ccccc21,i,-12%,-15%,-2%,-2%,
CC(C)Cn1c(SCC(=O)Nc2cccnc2Cl)nnc1-c1ccco1,11%,9%,.,-2%,2%,
NS(=O)(=O)c1ccc(CCNC(=O)c2cc(-c3cc(Cl)ccc3O)n[nH]2)cc1,10%,-3%,6%,2%,-14%,
O=C(O)C1CCCCN1S(=O)(=O)c1cccc2nsnc12 (stereo unspecified),0.0%,1%,8%,2%,6%,
COc1cccc(/C=N/n2c(-c3cc(C)[nH]n3)n[nH]c2=S)c1O,0.7%,27%,-4%,-25%,-15%,
COC(=O)C(Cc1ccc(O)cc1)NC(=O)CCOc1ccc(OC)cc1 (stereo unspecified),0.3%,-5%,0%,1%,0%,

# Structures from the list above with a CF3 group:
SMILES,inhibitors of VEEV,H1N1 NS1A inhibition,Salmonella PhoP GFP,H37Rv inhibition,tuberculosis growth,others
CSc1c(CC(=O)Nc2ccccc2C(F)(F)F)n(Cc2ccccc2)c2ccccc12,0.3%,-5%,-1%,15%,-8%,
C=CCN1C(=O)NC(c2ccccc2)(C(F)(F)F)S/C1=C(\C#N)c1nnc(N2CCOCC2)n1-c1ccccc1 (stereo unspecified),4.5%,-2%,1%,6%,6%,
